EPAC2 antag: antagonists of human EPAC2; Q8WZA2; EPAC2 GEF exchange of Rap1B-BODIPY-GDP, fluorescence; AID 720708; Potency, µM (titrated, usually from 114 µM), inactives show at the highest dose activity, negative = inhibition, hits mostly inhibitors; hit rate 0.18% among 360,000; note: % is set by controls: 0 for no effect and ±100 for the full control effect; nearly all actives have a fitted effect of over 45% in size; many of its hits are not listed in these tables
TDP43 rescue: inhibitors of TDP-43 toxicity in yeast | TDP-43 expressing yeast growth rescue, BacTiter-Glo, 24 h | Potency, µM (doses to about 46.1 µM), for inactives: top-dose growth rescue (activation), hits mostly activators | AID 652104 | hit rate 1.8% among 410,000; note: % of control where 0% means no effect; nearly all actives have a fitted effect of over 50% in size
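Cell-based yeast growth screen: TDP-43 expression induced in galactose, inoculum OD600=0.02 after raffinose pregrowth to mid-log. Read-out BacTiter-Glo luminescence at 24 hr, 30 deg C; inhibition of toxicity seen as signal increase.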
EPAC2 ag: agonists of human EPAC2 (RAPGEF4); Potency, µM (highest dose often 154 µM), for the others: top-dose activation, hits mostly activators; AID 720711; EPAC2 activation, biochemical qHTS; response scale: 100% = 6.5 mM cAMP response; hit rate 0.079% among 360,000; note: nearly all actives have a fitted effect of over 50% in size
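Readout is BODIPY fluorescence (480 nm excitation, 540 nm emission), which falls as labeled GDP is exchanged off Rap1B. EPAC2 at 100 nM acted on 250 nM RAP1B-BODIPY-GDP with 50 uM GDP present.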
aSyn rescue: alpha-synuclein toxicity inhibition in yeast; Yeast expressing alpha-synuclein, growth rescue, BacTiter-Glo, 24 h; hit rate 0.14% among 370,000; Potency, µM (highest dose often 46.1 µM), without a hit: at the highest dose growth rescue (activation), usual class: activators; note: % of control where 0% means no effect; nearly all actives have a fitted effect of over 65% in size
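Rescue of yeast growth: cells expressing toxic alpha-synuclein, induced in galactose at OD600 0.02, incubated with compound 24 h at 30 C. ATP luminescence quantified growth; inhibitors of toxicity appear as activators.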
EPAC1 antag: EPAC1 (human) antagonism; Potency, µM (highest dose often 115 µM), without a hit: at the highest dose activity change, negative = inhibition, most hits filed as inhibitors; AID 720709; EPAC1 GEF assay, Rap1b-BODIPY-GDP exchange fluorescence; O95398; hit rate 0.14% among 360,000;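 note: plate controls were vehicle for no effect and positive control for full effect; nearly all actives have a fitted effect of over 50% in size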
Target sequence (O95398 whole entry, looked up): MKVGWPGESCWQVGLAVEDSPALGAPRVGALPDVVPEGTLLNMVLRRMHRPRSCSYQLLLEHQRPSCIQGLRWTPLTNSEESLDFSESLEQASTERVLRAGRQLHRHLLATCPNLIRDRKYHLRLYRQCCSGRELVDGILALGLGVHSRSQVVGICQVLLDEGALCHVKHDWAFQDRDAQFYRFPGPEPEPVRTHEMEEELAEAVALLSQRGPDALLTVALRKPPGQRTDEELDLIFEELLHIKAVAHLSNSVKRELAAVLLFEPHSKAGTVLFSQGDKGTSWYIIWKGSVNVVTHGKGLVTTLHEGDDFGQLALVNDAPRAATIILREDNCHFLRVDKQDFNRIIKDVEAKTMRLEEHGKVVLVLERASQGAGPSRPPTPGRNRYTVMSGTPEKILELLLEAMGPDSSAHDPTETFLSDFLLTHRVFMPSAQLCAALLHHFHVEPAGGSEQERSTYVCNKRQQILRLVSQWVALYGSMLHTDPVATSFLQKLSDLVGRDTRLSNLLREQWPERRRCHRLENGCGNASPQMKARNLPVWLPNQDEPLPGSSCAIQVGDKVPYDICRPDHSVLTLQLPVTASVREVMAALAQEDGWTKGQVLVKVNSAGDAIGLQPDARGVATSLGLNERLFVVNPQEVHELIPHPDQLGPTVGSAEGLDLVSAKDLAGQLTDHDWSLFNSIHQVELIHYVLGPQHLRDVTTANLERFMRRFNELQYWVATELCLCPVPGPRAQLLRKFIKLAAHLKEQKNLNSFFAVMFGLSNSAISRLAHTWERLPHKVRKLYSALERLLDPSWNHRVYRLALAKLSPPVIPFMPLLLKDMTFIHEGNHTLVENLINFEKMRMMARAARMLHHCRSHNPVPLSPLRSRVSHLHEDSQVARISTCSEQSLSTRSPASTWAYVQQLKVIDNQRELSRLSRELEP
EPAC1 agonist: EPAC1 (human) agonism. O95398. EPAC1 agonist qHTS, biochemical assay; response scale: 100% = response to 6.5 mM cAMP. Potency, µM (top dose mostly 154 µM), inactives show at the highest dose activation, hits mostly activators. hit rate 0.073% among 360,000; note: nearly all actives have a fitted effect of over 60% in size
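Nucleotide exchange by EPAC1 (100 nM) on Rap1B–BODIPY-GDP (250 nM) in the presence of 50 uM GDP is tracked fluorescently at 480/540 nm over 30 min. Signals are normalized to a 6.5 mM cAMP control.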
PTHR1 ag: agonists of human PTHR1 parathyroid hormone receptor; Q03431; HEK293 GP2 PTHR1 cells, GloSensor cAMP luminescence, 1 h; Potency, µM (highest dose often 115 µM), inactives show at the top dose activation, actives largely listed as activators; hit rate 0.075% among 410,000; AID 743266; note: nearly all actives have a fitted effect of over 55% in size; some results filed as inactive show a strong effect at the top dose; inactives centre near -15; many of its hits are not listed in these tables
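HEK-293-derived GP2 cells expressing PTHR1 and a GloSensor cAMP reporter, 3,000/well, plated overnight, given luciferin plus IBMX (each 0.5 mM as added) for 1 h at 37 °C, then compound for 1 h at 37 °C. Luminescence was read after 15 min at room temperature.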
FUS suppressor: rescues growth of FUS-expressing yeast; Potency, µM (top dose mostly 76.6 µM), for the others: top-dose growth rescue (activation), hits mostly activators; hit rate 0.24% among 390,000; S. cerevisiae FUS-expressing, growth rescue, OD600, 24 h;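 note: plate controls were DMSO vehicle for no effect and reference control for full effect; nearly all actives have a fitted effect of over 55% in size; some results filed as inactive show a strong effect at the top dose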
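Yeast FUS proteinopathy model; galactose-induced FUS (2%), starting OD 0.005. Cpds in dilution series, 24hr, 30C, 99% humidity. Abs 600 nm growth. Pos ctrl CP55940 (top 92uM final); neg ctrl DMSO.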
An asterisk follows results filed as active; i = inactive; ? = inconclusive; . = no result given; [ ] = remark or other dose. Calls come from the whole dose curve; as a rule, active = well fitted curve in the direction sought with a large enough effect; inconclusive = small, poorly fitted or top-dose-only effect, or another doubt; inactive = no such curve, though single readings can be large; an effect the other way counts as inactive or inconclusive. Potency is the fitted concentration of half-maximal effect.

SMILES,PTHR1 ag,EPAC1 antag,aSyn rescue,FUS suppressor,EPAC1 agonist,EPAC2 ag,TDP43 rescue,EPAC2 antag
CC(=O)Nc1cc(-c2ccccc2F)cn2c(-c3ccccc3)cnc12,i,-11%,5%,28%,1%,11%,20µM*,-26%
CCOc1ccc2nc(SCc3ccc(OC)cc3)sc2c1,-17%,-30%,0%,.,-3%,0%,4%,-7%
CN(CCCN1CCOCC1)C(=O)c1cc(COc2cccc(C(F)(F)F)c2)on1,i,17%,-1%,5%,-11%,-6%,-6%,2%
O=C(CN1CCC(O)(c2ccc3c(c2)OCO3)CC1)NC1CCCCC1,-23%,-1%,0%,17%,-6%,0%,-10%,18%
COCC(C)n1c(COc2ccccc2F)nnc1SCC(=O)c1c(N)n(C)c(=O)n(C)c1=O (configuration not stated),-7%,-10%,-5%,39%,-9%,1%,?,7%
CCc1ccccc1N(CC(=O)NC(C)c1ccccc1)S(C)(=O)=O (configuration not stated),i,-9%,-1%,-17%,7%,0%,-23%,1%
CCOC(=O)c1cnc(SCC(=O)OC)nc1N,?,-8%,-5%,-11%,-6%,3%,2%,1%
CCCc1nc(SCc2ccc(Cl)cc2Cl)n[nH]1,-3%,2%,.,-14%,9%,6%,17%,-5%
COc1ccc(OCC(=O)OCCNC(=O)c2cccnc2)cc1,i,?,1%,7%,-1%,7%,-16%,2%
N#C/C(=C/c1cn(-c2ccccc2)nc1-c1cccc(OCc2ccc(F)cc2)c1)C(=O)NCCCn1ccnc1,11%,-5%,-55%[inhibitor],?,5%,23%,-70%[inhibitor],-21%
Cc1occc1C(=O)NNC(=O)Nc1ccc([N+](=O)[O-])cc1,i,-2%,1%,-16%,3%,0%,9%,-10%
CC1(C)Cc2c(c(N3CCOCC3)nc3sc4c(NCCN)ncnc4c23)CO1,i,-20%,1%,7%,13%,?,-4%,-24%
CC(C(=O)Nc1ccccc1C(=O)N1CCOCC1)N(c1ccc(Cl)cc1)S(C)(=O)=O (configuration not stated),-2%,-12%,14%,24%,1%,1%,22%,5%
COc1ccc(N2CCN(C(=O)c3ccc(Cl)c(S(=O)(=O)N4CCCC4)c3)CC2)cc1,-39%[inhibitor],1%,-1%,?,4%,11%,12%,-7%
CCOc1cc(C2C(C(=O)c3ccco3)=C(O)C(=O)N2CC2CCCO2)ccc1O (configuration not stated),i,4%,-10%,26%,0%,4%,-17%,3%
O=C1CC(c2ccc(F)cc2)Cc2nc(NCc3ccco3)ncc21 (configuration not stated),i,-5%,-3%,12%,8%,0%,-14%,-6%
Cc1ccc(F)c(NC(=O)Nc2ccc3snnc3c2)c1,-29%,.,-3%,-3%,.,.,12%,.
COc1cc(C(=O)Nc2ccc(Oc3ncnc4sc(-c5ccccc5)cc34)cc2)cc(OC)c1OC,-18%,-9%,-11%,.,5%,-3%,?,4%
CCN(CC)CCCN1C(=O)C2C(C(=O)Nc3ccc(C(C)C)cc3)C3C=CC2(O3)C1C(=O)NC1CCCCC1 (configuration not stated),i,-11%,6%,23%,0%,4%,-7%,-5%
COCc1c(C(=O)OCC(=O)Nc2ccc(OC(F)F)cc2)oc2ccccc12,-14%,-2%,0%,-6%,-7%,2%,10%,-9%
COC(=O)C(C)Oc1ccc2c(c1)O/C(=C\c1ccco1)C2=O (configuration not stated),-11%,?,0%,28%,0%,1%,-10%,8%
CCOc1ccc(N(C)S(=O)(=O)c2csc(C(N)=O)c2)cc1,i,-3%,?,-2%,4%,14%,5%,2%
CCN(CC)S(=O)(=O)c1ccc(N2CCOCC2)c(NC(=O)c2nn(C(C)C)c(=O)c3ccccc23)c1,i,3%,7%,14%,-2%,3%,16%,-4%
Cc1cccc(C)c1OCC(=O)Nc1ccc(NC(=O)c2ccco2)cc1,-9%,-20%,-3%,25%,7%,-2%,.,-8%
CC(C)(C)c1ccc(C2CC2C(=O)N/N=C\c2ccc[nH]2)cc1 (configuration not stated),-29%,?,11%,19%,12%,3%,11%,-26%
Cn1c(Br)nc2c1c(=O)n(CC(O)COc1ccccc1)c(=O)n2C (configuration not stated),i,-7%,-1%,-7%,-1%,-3%,-5%,8%
COCCNC(=O)C(c1ccc(O)cc1)N(C(=O)CCC(=O)Nc1nccs1)c1cccc(C)c1 (configuration not stated),i,1%,1%,15%,8%,5%,-7%,4%
Cc1nc(C(=O)NNC(=O)c2ccccc2Cl)c(C(F)(F)F)o1,i,14%,-1%,-2%,-5%,4%,11%,5%
COc1ccc(C(=O)N2CCCC(C(N)=O)C2)cc1S(=O)(=O)N1CCOCC1 (configuration not stated),-9%,0%,0%,3%,14%,9%,18%,-3%
O=C(CCc1nc(-c2ccccc2)no1)N1CCCC1,i,-18%,0%,3%,7%,11%,-7%,7%

Additional compounds follow:
SMILES,PTHR1 ag,EPAC1 antag,aSyn rescue,FUS suppressor,EPAC1 agonist,EPAC2 ag,TDP43 rescue,EPAC2 antag
CCOc1ccc2nc(C)cc(Nc3ccc4c(c3)OCCO4)c2c1,-11%,-10%,0%,22%,4%,1%,-2%,-14%
CCN(CC(=O)Nc1c(F)cccc1F)C(=O)CC1CCCC1,-3%,3%,0%,12%,-3%,-2%,-11%,-9%
Cc1ccc(C)c(S(=O)(=O)Nc2ccc(O)c3ccccc23)c1,-10%,-8%,1%,4%,14%,17%,-7%,-10%
O=C(NCc1ccncc1)C1CCN(S(=O)(=O)c2cccc(C(F)(F)F)c2)CC1,i,0%,5%,-14%,2%,3%,26%,-3%
CCNC(=O)Nc1ccc2c(c1)c(=O)n(C)n2Cc1ccc(Cl)cc1,i,12%,2%,6%,-2%,-1%,0%,15%
O=C(O)c1cc(S(=O)(=O)N2CC3CC3C2C(=O)O)c(Cl)cc1Cl (configuration not stated),i,-1%,12%,28%,-6%,14%,-10%,7%
COc1ccc(C)cc1S(=O)(=O)N(CC(=O)O)c1ccc(F)cc1,-13%,7%,18%,-19%,3%,5%,5%,3%
COc1ccccc1NC(=O)N(C)C[C@@H]1OCc2cn(nn2)CCCC(=O)N([C@@H](C)CO)C[C@H]1C,-14%,-16%,-2%,-5%,6%,-2%,0%,6%
C/C(=N\NC(=O)COc1ccc(C(C)(C)C)cc1)c1ccccc1,-50%[inhibitor],-21%,-2%,13%,0%,-7%,-9%,-27%
COc1cc2cc(Br)cc(Br)c2nc1C,-30%,-3%,3%,1%,2%,5%,12%,0%
Cc1ccc(Sc2c(C)nn(C(=O)c3ccc(Cl)cc3)c2C)cc1,-19%,.,12%,-4%,.,.,?,.
COc1ccc(S(=O)(=O)N2CCN(CC(=O)c3[nH]c(C)c(C(C)=O)c3C)CC2)cc1OC,-2%,-1%,-2%,.,-13%,0%,-1%,6%
O=C(NCCc1ccccc1)c1coc(=O)c(Br)c1,-82%[inhibitor],-24%,18%,11%,0%,3%,-3%,1%
CC(=O)c1cccc(-c2cnc3c(NC=O)cc(-c4ccccc4Oc4ccccc4)cn23)c1,-36%[inhibitor],-2%,0%,?,-3%,17%,?,-1%
CN(CCC1CCOCC1)Cc1nc(Cc2ccccc2F)no1,i,4%,10%,-2%,8%,2%,18%,-2%
CC(=O)Nc1ccc(S(=O)(=O)NCC(=O)NCCCc2ccccc2)cc1,-22%,-4%,2%,26%,9%,6%,-4%,-10%
COc1ccc(C(=O)Nc2ccc(C(=O)N3CCCCC3C)cc2)c(OC)c1OC (configuration not stated),i,-11%,1%,11%,8%,3%,-3%,2%
O=C(CCc1nc2ccccc2c(=O)[nH]1)Nc1cccc(S(=O)(=O)N2CCOCC2)c1,i,-18%,-3%,8%,10%,7%,-29%,-8%
COc1ccc(C(=O)NC(=S)Nc2ccc3c(c2)Cc2ccccc2-3)cc1,i,-6%,-3%,-1%,2%,3%,5%,-5%
Clc1ncnc2[nH]ccc12,?,-3%,-5%,14%,4%,5%,-14%,-10%

In the list so far, these contain an aryl thioether with sulfur outside any ring:
SMILES,PTHR1 ag,EPAC1 antag,aSyn rescue,FUS suppressor,EPAC1 agonist,EPAC2 ag,TDP43 rescue,EPAC2 antag
CCOc1ccc2nc(SCc3ccc(OC)cc3)sc2c1,-17%,-30%,0%,.,-3%,0%,4%,-7%
COCC(C)n1c(COc2ccccc2F)nnc1SCC(=O)c1c(N)n(C)c(=O)n(C)c1=O (configuration not stated),-7%,-10%,-5%,39%,-9%,1%,?,7%
CCOC(=O)c1cnc(SCC(=O)OC)nc1N,?,-8%,-5%,-11%,-6%,3%,2%,1%
CCCc1nc(SCc2ccc(Cl)cc2Cl)n[nH]1,-3%,2%,.,-14%,9%,6%,17%,-5%
Cc1ccc(Sc2c(C)nn(C(=O)c3ccc(Cl)cc3)c2C)cc1,-19%,.,12%,-4%,.,.,?,.

Laid out differently: entries from further up.
Every second line gives: PTHR1 ag | EPAC1 antag | aSyn rescue | FUS suppressor | EPAC1 agonist | EPAC2 ag | TDP43 rescue | EPAC2 antag
CCc1ccccc1N(CC(=O)NC(C)c1ccccc1)S(C)(=O)=O (configuration not stated)
    i | -9% | -1% | -17% | 7% | 0% | -23% | 1%
CCOC(=O)c1cnc(SCC(=O)OC)nc1N
    ? | -8% | -5% | -11% | -6% | 3% | 2% | 1%

Assay outcomes: PubChem BioAssay, National Center for Advancing Translational Sciences (NCATS)

This is a subset; rates above refer to the full screens.
